# Screening data from PubChem.
# rCAG RNA binder: binders of r(CAG) RNA repeats, primary screen, biochemical, fluorescence. r(CAG) RNA repeat, TO-PRO-1 dye displacement fluorescence. inhibition, % at 3 µM. hit rate 1.3% among 370,000;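 active = inhibition above the plate cutoff, the mean of all test compounds on that plate plus 3 SD, cut at about 35% in these data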;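 note: 0% = DMSO alone and 100% = 100 µM mitoxantrone as full dye displacement; higher means more dye released from RNA so lower well fluorescence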
# TDP2 inh: human TDP2 enzyme inhibitors, primary screen, biochemical, epi absorbance, recombinant enzyme; hit rate 0.34% among 370,000; AID 720702, 2013; inhibition, % at 12.8 µM; T5PNP hydrolysis, p-nitrophenol absorbance 415 nm; Tyrosyl-DNA phosphodiesterase 2 (Homo sapiens), O95551;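 active = inhibition above the mean of all tested compounds plus 3 SD, set per campaign, cut at about 25% in these data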;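 note: 0% = DMSO with enzyme and 100% = buffer with substrate but no TDP2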
#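 Material: recombinant human TDP2; quantity: TDP2 enzyme at 120 nM final; medium: Tris-HCl pH 7.5 with MgCl2; compound: single concentration, 12.8 µM nominal, with 1% DMSO; incubation: 2 h enzyme incubation at 37 °C; signal: epi absorbance; measure: percent inhibition; benchmarks: high control without enzyme, low control DMSO plus TDP2; repeats: singlicate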
# LEDGF integ inh: blockers of LEDGF/p75-dependent integrase strand transfer – biochemical, TR-FRET, high throughput, primary screen; inhibition, % at 3.7 µM; HIV-1 integrase (with human LEDGF/p75); hit rate 0.64% among 370,000; TR-FRET IN-LEDGF/p75 DNA integration, Eu/Cy5;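 active = inhibition above the screen-wide mean plus 3 SD, cut at about 13% in these data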;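 note: signal is the Cy5 over europium emission ratio at 671 and 618 nm; 0% = plate median of compound wells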
# ABHD4 inh: ABHD4 inhibitors, primary screen, biochemical, fluorescence polarization, mouse. (Lyso)-N-acylphosphatidylethanolamine lipase (Mus musculus), Q8VD66. purified mABHD4, FP-Rh probe fluorescence polarization. inhibition, % at 8.92 µM. hit rate 0.54% among 370,000. AID 720543, 2013;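 active = inhibition exceeding the mean over every tested compound plus 3 SD, cut at about 30% in these data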;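 note: 0% = plate median of compound wells and 100% = S159A mutant with DMSO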
#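 Material: mouse ABHD4 enzyme, wild type; Benchmarks: S159A mutant high control, sample median low control; Buffer or medium: HEPES pH 7.0, NaCl, Pluronic buffer; Signal: fluorescence polarization; Read-out: percent inhibition of probe binding, normalized to plate controls; Timing: pre-incubation 45 min, probe exposure 60 min, at 25 °C; Dosing: 8.92 µM, single dose.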
# PG9 Ab binder: binders of HIV-1 gp120 antibody PG9, primary screen, biochemical, TR-FRET; HIV-1 gp120 / PG9 antibody interaction; TR-FRET gp120-PG9 antibody binding; inhibition, % at 6.7 µM; hit rate 0.43% among 360,000; AID 624416, 2012; in the data active = inhibition above about 8.5%
# TCR-CD3 inh: inhibitors of human TCR-CD3 interaction, primary screen, biochemical, fluorescence, TAMRA-labeled TCR probe. hit rate 0.37% among 360,000. AID 651800, 2012. T-cell receptor (TCR). inhibition, % at 9.4 µM; in the data active = inhibition above about 19%;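 note: recombinant mutant TCR 2C K166C tagged with TAMRA read by polarization; 0% = receptor in buffer alone and 100% = receptor with positive control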
# SIAE primary: human SIAE inhibitors, primary screen, biochemical, fluorescence polarization, FP-Rh probe, 1536-well HTS; hit rate 0.69% among 370,000; inhibition, % at 9.66 µM; AID 1053197, 2014; SIAE FP-Rh probe binding;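 active = inhibition above a cutoff: mean of compounds within the control limits plus 3 SD of those, cut at about 17% in these data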;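 note: 0% = plate median of compound wells and 100% = probe without SIAE protein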
# HTRA1 inh: HTRA1 serine protease inhibitors, primary screen, biochemical, fluorescence polarization, HTS; recombinant HTRA1, FP-rhodamine activity-based probe; inhibition, % at 5.96 µM; hit rate 0.5% among 340,000; Q92743; in the data active = inhibition above about 36%;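 note: 0% = enzyme with DMSO and 100% = wells lacking enzyme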
# Target sequence (Q92743 whole entry, looked up): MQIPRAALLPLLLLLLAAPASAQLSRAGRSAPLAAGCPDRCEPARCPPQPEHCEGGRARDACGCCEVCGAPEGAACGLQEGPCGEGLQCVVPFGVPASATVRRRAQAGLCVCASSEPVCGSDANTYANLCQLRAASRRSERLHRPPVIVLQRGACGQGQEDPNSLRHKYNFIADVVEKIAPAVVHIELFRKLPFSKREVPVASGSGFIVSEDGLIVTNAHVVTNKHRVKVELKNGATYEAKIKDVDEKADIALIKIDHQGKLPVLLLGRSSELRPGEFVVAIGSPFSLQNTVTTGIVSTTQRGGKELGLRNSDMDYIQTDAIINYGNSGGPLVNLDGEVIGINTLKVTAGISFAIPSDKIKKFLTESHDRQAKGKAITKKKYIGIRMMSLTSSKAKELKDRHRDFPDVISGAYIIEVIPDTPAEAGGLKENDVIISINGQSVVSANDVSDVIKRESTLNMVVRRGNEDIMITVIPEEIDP
# PRMT1 inh: PRMT1 methyltransferase inhibitors, primary screen, biochemical, fluorescence polarization | inhibition, % at 2.79 µM | Protein arginine N-methyltransferase 1 (Homo sapiens), Q99873 | hit rate 1.3% among 370,000 | AID 652257, 2013 | recombinant PRMT1, activity-based probe fluorescence polarization;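 active = inhibition above about 21% made by adding two undisclosed values, limit read from the data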
# Target sequence (Q99873 whole entry, looked up): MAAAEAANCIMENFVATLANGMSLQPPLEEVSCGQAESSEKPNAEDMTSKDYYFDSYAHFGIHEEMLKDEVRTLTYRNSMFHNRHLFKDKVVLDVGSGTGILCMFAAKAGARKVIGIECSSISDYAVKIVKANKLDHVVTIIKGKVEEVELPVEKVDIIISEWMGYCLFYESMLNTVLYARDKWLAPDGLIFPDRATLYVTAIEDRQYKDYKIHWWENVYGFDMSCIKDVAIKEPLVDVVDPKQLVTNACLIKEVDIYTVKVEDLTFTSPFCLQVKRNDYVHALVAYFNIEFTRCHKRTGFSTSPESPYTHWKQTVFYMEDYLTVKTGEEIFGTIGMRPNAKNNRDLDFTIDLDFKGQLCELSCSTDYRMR
# NR1D1 modulator: modulators of Rev-erb alpha DNA binding, primary screen, biochemical, FITC-DNA, fluorescence polarization, uHTS; hit rate 0.79% among 370,000; Rev-erbα–FITC-DNA binding, 90 min; AID 1259318, 2017; activity, % at 10 µM; Nuclear receptor subfamily 1 group D member 1 (Homo sapiens), P20393;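 active = activity above about 14%, limit read from the data; passing the limit was not always enough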;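 note: 0% = DMSO wells with 35 nM protein and 100% = DMSO wells with 750 nM protein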
# An asterisk follows results filed as active; / = no result given; & = joins results of further samples.
structure	HTRA1 inh	rCAG RNA binder	ABHD4 inh	LEDGF integ inh	TDP2 inh	SIAE primary	PG9 Ab binder	PRMT1 inh	TCR-CD3 inh	NR1D1 modulator
COc1ccc(NC(=O)c2cc(C3CCCCN3C(=O)c3cc(OC)c(C)c(OC)c3)on2)c(C)c1 (stereo unspecified)	/	6	-1	-5	-10	-6	-0.7	2	-1	1
Cc1ccccc1S(=O)(=O)Nc1ncnc2scc(-c3ccccc3)c12	-8	55*	-9	-1	8	-1	-3.0	2	0	-4
O=C(OCc1ccc(F)cc1)c1cc(S(=O)(=O)N2CCCCC2)ccc1N1CCOCC1	9	-1	7	1	5	-4	-2.2	-5	0	3
COc1ccc(CCNC(=O)c2ccc3c(c2)N(Cc2ccc(F)cc2)CCS3)cc1OC	-3	2	-18	0	-11	-3	-2.5	-4	2	-3
C=CCSc1nnc2n(-c3ccccc3OC)c(=O)c3c4c(sc3n12)CCC4	/	-1	-3	-1	0	-3	3.6	-4	6	2
FC(F)(F)c1nc2ccccc2n2c(-c3ccc(Cl)cc3)nnc12	9	0	-1	1	5	1	-2.2	1	10	-6
O=Cc1ccc([B-](F)(F)F)o1	/	2	6	7	2	8	1.1	-2	-2	6
COc1ccc(Cn2cnc3c(NS(C)(=O)=O)c(C)c(C)cc32)cc1	-1	-2	-9	2	-7	-5	1.5	3	-8	2
Nc1ccc(-c2nnn(CC(=O)N3CCCCC3)n2)cc1	-4	2	-3	-2	3	-9	-0.7	0	2	1
CCCc1nc(SCC(=O)Nc2nccs2)c2ccccc2n1	4	2	-1	1	5	4	7.3	0	0	-5
CCn1cc(C(=O)N(C)c2ccccc2F)c2cc(OC)c(OC)cc2c1=O	-4	0	4	2	-7	0	-2.0	-3	0	2
COc1ccc(NC(=S)Nc2cc(-c3ccccc3)[nH]n2)cc1Cl	-56	21	-77	6	-24	-69	0.0	20	-2	-1
O=C1OCCN1S(=O)(=O)Nc1ccccc1	1	-3	6	-2	-2	3	-0.5	0	-1	-1
Cc1ccccc1NC(=O)NCc1ccco1	6	3	0	0	10	-3	-0.1	-1	3	-1
CCCCc1cc(=O)oc2cc(C)cc(OCC(=O)N3CCC(C(N)=O)CC3)c12	2	0	1	-2	2	-4	0.2	1	6	4
CC(=O)N1CCCc2cc(S(=O)(=O)N3CCC(C)CC3)ccc21	3	-5	13	0	-2	3	0.2	0	-1	2
COc1ccccc1CN1CCNC(=O)C1CC(=O)NCCc1cnccn1 (stereo unspecified)	3	-1	0	1	10	11	-0.7	0	-6	1
O=C(c1ccco1)N1CCN(C(c2ccc(F)cc2)c2nnnn2CC2CCCO2)CC1 (stereo unspecified)	-4	-6	0	3	-9	-3	-0.3	0	4	6
COc1ccc(NC(=S)N2CCN(S(=O)(=O)c3ccc(OC)cc3)CC2)cc1	4	6	-5	3	22	2	-0.6	-5	2	-3
CC(=O)Nc1nonc1-c1nc2ccccc2n1Cc1nnc(C)o1	0	6	3	1	1	-3	1.5	2	3	7
Cc1cc(-c2ccccc2)cc(=O)[nH]1	1	2	-23	-5	1	3	0.9	2	-5	4
CC1(C(=O)NS(=O)(=O)c2ccc3c(c2)CCO3)CCN1C(=O)COc1ccc(Cl)cc1 (stereo unspecified)	/	6	-1	-2	1	1	-0.8	-1	-7	0
CC(C)C(=O)Nc1ccc(N2CCCC2)cc1	29	7	11	3	2	5	-5.2	1	-10	6
CC(Cc1c[nH]c2ccccc12)NC(=O)C1CCCNC1=O (stereo unspecified)	-7	-3	2	-1	-6	4	-1.4	-1	-3	3
CCN(CC)C(=O)CSc1nc2c(sc(=S)n2-c2ccccc2OC)c(=O)n1-c1ccccc1	-4	-1	1	-3	16	1	-0.2	-4	-3	-6
O=C(c1ccc(OC2CCN(Cc3ccccc3C(F)(F)F)CC2)cc1)N1CCCCC1	-36	-10	0	1	0	-8	0.8	3	-1	-3
CN(CC(=O)Nc1ccccc1Cl)C(=O)COC(=O)/C=C/c1ccccc1	-4	0	-1	-1	6	8	-1.8	0	-5	0
O=C1Nc2ccccc2/C1=N\c1sc2c(c1C(=O)Nc1ccccc1)CCCC2	-1	17	21	-1	-1	10	2.0	12	3	0
O=C1NCCSC1c1ccccc1 (stereo unspecified)	-3	1	8	2	-4	0	0.5	3	6	2
O=C(CN1CCC(Cc2ccccc2)CC1)NC(=O)NCc1ccco1	3	-6	-7	0	-1	-1	0.1	-1	-5	-6
Cc1cc[n+](CC(=O)Nc2nc3ccccc3s2)cc1	3	2	-3	4	-4	4	-0.9	2	0	3
CC(=O)c1ccc(NC(=O)[C@@]2(CC(=O)O)CC(/C=C/c3ccccc3)=NO2)cc1	4	14	3	-2	-5	-8	-1.4	-4	-6	-2
CC(C)[C@H](NC(N)=O)C(=O)Nc1ccc2c(c1)CCC2	8	-3	12	4	-1	3	-2.8	-1	-6	-2
O=C(Nc1nc(-c2ccc(S(=O)(=O)N3CCOCC3)cc2)cs1)c1ccccc1	-34&-42	16&17	-24&-35	2&1	10&-15	-36&-25	1.5&-0.1	13&17	1&-6	4&6
Cc1cc(C)cc(C(=O)N(C)C2CCCN(Cc3ccccc3F)C2)c1 (stereo unspecified)	-9	-8	3	3	-8	-2	-3.6	-3	4	0
Cc1ccccc1-c1nnnn1C1CCS(=O)(=O)C1 (stereo unspecified)	2	2	6	-3	4	-7	-1.5	2	-3	4
CCOc1cccc(CNc2ccc(O)cc2)c1OCc1ccc(Cl)cc1	49*	18	41*	4	3	29*	-5.8	4	16	0
O=C(COC(=O)c1ccc2ncsc2c1)NC(=O)c1ccccc1	2	0	4	-2	11	-4	1.8	27*	0	-9
COc1ccccc1CNC(=O)COC(=O)c1cc(-c2ccco2)nc2ccccc12	3	41*	9	10	5	4	-0.9	14	10	-26
O=C(c1ccc(F)cc1F)N1CCCN(c2nc(-c3ccccc3)ns2)CC1	/	-6	3	-2	3	0	-1.9	2	-3	5
O=C(CN(Cc1ccccc1Cl)C(=O)c1csnn1)NCc1ccc(F)cc1	-4	-2	-14	5	-1	-1	-1.3	-3	0	1
COc1ccc(OC2C(=O)N(c3ccc(C)c(C)c3)C2c2ccc(OC)c(OC)c2)cc1 (stereo unspecified)	-21	6	-16	0	5	7	1.6	-4	-2	0
Cc1cc(-c2ccco2)n(-c2ccccc2)n1	-7	18	-10	4	7	-4	2.8	43*	-10	1
CCNc1nc(SCCOc2ccc(Cl)cc2Cl)nc(N(C)C)n1	-6	0	0	2	1	-6	0.9	1	5	1
Cc1cc(C)n(CC(=O)N2CCCC(N3CCN(c4cccc(C(F)(F)F)c4)CC3)C2)n1 (stereo unspecified)	5	-10	-1	-5	-16	3	0.0	2	-3	0
C=CCN1C(=O)[C@H](CC(=O)N2CCN(C(=O)OCC)CC2)[C@@]2(C(=O)OCC)CCCC=C12	/	0	7	0	5	10	/	1	/	3
Cc1nn(-c2ccccc2)c(Cl)c1/C=N\NC(=O)c1cnccn1	2	-1	5	-2	7	0	-1.6	-1	8	1
CCn1c(SCc2nc(CC(=O)Nc3ccccc3OC)no2)nnc1-c1cccs1	-2	1	1	-1	0	0	-0.9	1	3	5
Cc1nc2cc(NS(=O)(=O)c3ccccc3)ccc2n1C	-1	6	-2	2	2	-5	-0.3	-4	-1	3
O=C(NC[C@@H]1CCCO1)c1cccc2c1C(=O)c1ccc(N3CCOCC3)cc1S2(=O)=O	0	-6	1	-1	0	-5	-0.5	1	2	-2

# Continued:
structure	HTRA1 inh	rCAG RNA binder	ABHD4 inh	LEDGF integ inh	TDP2 inh	SIAE primary	PG9 Ab binder	PRMT1 inh	TCR-CD3 inh	NR1D1 modulator
Cc1cc(Cl)c(S(=O)(=O)NC2CCCC2)cc1OCC(N)=O	5	-5	2	0	9	7	2.9	3	-5	3
COc1cc([N+](=O)[O-])ccc1NC(=S)N1CCOCC1	2	0	-5	0	14	4	0.3	0	-3	-2
C=CCSc1nn2c(=O)c3ccccc3nc2s1	2	-2	8	-2	-1	-3	-1.6	1	1	6
Cc1ccc(CNC(=O)Nc2cccs2)cc1	-6	7	1	2	1	3	0.5	1	7	-2
O=C(Nc1c(F)cc(F)cc1Br)c1cc(-c2ccco2)on1	-11	9	-24	0	-2	-25	-0.5	7	-21	2
COc1ccc(C(CNC(=O)c2cc(F)c(F)c(F)c2F)N2CCOCC2)cc1 (stereo unspecified)	-8	-4	-1	0	10	-1	0.5	-3	5	-10
S=C(Nc1ccc(Oc2ccccc2)cc1)Nc1cccnc1	1	7	-15	-2	0	4	0.0	6	5	-5
C/C(=N\NC(=O)c1ccccc1O)C1CC1	13	1	4	1	-2	0	-2.9	3	25*	-1
CCOc1cc(C(=S)N2CCOCC2)ccc1OC(=O)c1ccc(C)cc1	-14	-4	-5	-5	-1	-1	-0.1	6	-5	0
COc1cccc(Nc2ncnc3sc(C)cc23)c1	-16	1	-1	2	1	4	0.9	2	-2	-2
c1ccc(C(=C2CCCO2)c2ccccc2)cc1	4	2	3	-5	-1	-5	0.4	0	-1	2
CC(C)C(=O)N1CCN(c2ccccc2NC(=S)NC(=O)c2ccco2)CC1	1	0	7	-1	0	6	-0.4	15	5	-2
O=[N+]([O-])c1ccc(N2CCOCC2)cc1NCCCO	11	-2	4	-8	-15	3	-4.7	1	2	4
CC1(C)Cc2c(c(-c3ccccc3)[nH]c(=O)c2C#N)CS1	-4	0	3	-1	4	1	0.5	-2	0	-5
CN(C(=O)C(Cl)Cl)c1ccc(OC(=O)c2ccco2)cc1	6	1	5	-4	11	5	-0.3	-2	4	4&3
COCCn1c(SCc2cnc(-c3ccccc3)s2)nnc1-c1ccncc1	7	-2	4	0	7	2	-3.0	2	2	0
O=C(CN1C(=O)NC2(CCCC2)C1=O)N1CCN(S(=O)(=O)c2cc(Cl)ccc2Cl)CC1	5	3	-7	-2	-9	2	2.8	8	-4	4

# Some of the compounds tested; the hit share may differ from the screen's.
